Compound activity from PubChem BioAssay.
Tn6 DDE FP: inhibitors of Tn6 peptide binding to fibrin DD(E), primary screen, biochemical, fluorescence polarization, human fibrin, Tn6 probe. Fibrinogen beta chain (Homo sapiens), P02675. Fibrin DD(E) TRITC-Tn6 fluorescence polarization displacement. inhibition, % at 8.3 µM. hit rate 0.21% among 370,000;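 active = inhibition above a per-campaign cutoff: mean of compounds within control limits plus 3 SD, cut at about 15% in these data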;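 note: 0% = median of all compound wells on the plate and 100% = blocking peptide control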
LEDGF integ inh: blockers of LEDGF/p75-dependent integrase strand transfer – biochemical, TR-FRET, high throughput, primary screen | inhibition, % at 3.7 µM | AID 743269, 2014 | TR-FRET IN-LEDGF/p75 DNA integration, Eu/Cy5 | hit rate 0.64% among 370,000 | HIV-1 integrase (with human LEDGF/p75);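 active = inhibition above the screen-wide mean plus 3 SD, cut at about 13% in these data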;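 note: signal is the Cy5 over europium emission ratio at 671 and 618 nm; 0% = plate median of compound wells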
SIAE inh: human SIAE inhibitors, primary screen, biochemical, fluorescence polarization, FP-Rh probe, 1536-well HTS. Sialate O-acetylesterase (Homo sapiens), Q9HAT2. inhibition, % at 9.66 µM. hit rate 0.69% among 370,000. SIAE FP-Rh probe binding. AID 1053197, 2014;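 active = inhibition above a cutoff: mean of compounds within the control limits plus 3 SD of those, cut at about 17% in these data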;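 note: 0% = plate median of compound wells and 100% = probe without SIAE protein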
MBD2 inh: inhibitors of MBD2 binding to methylated DNA, primary screen, biochemical, TR-FRET, DNA-binding domain, human; Methyl-CpG-binding domain protein 2 (Homo sapiens), Q9UBB5; MBD2 binding to methylated oligonucleotide; inhibition, % at 4.4 µM; hit rate 0.31% among 370,000; AID 686964, 2013; in the data active = inhibition above about 13%
TDP2 inh: human TDP2 enzyme inhibitors, primary screen, biochemical, epi absorbance, recombinant enzyme | Tyrosyl-DNA phosphodiesterase 2 (Homo sapiens), O95551 | T5PNP hydrolysis, p-nitrophenol absorbance 415 nm | inhibition, % at 12.8 µM | hit rate 0.34% among 370,000;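 active = inhibition above the mean of all tested compounds plus 3 SD, set per campaign, cut at about 25% in these data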;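 note: 0% = DMSO with enzyme and 100% = buffer with substrate but no TDP2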
Target sequence (O95551 whole entry, looked up): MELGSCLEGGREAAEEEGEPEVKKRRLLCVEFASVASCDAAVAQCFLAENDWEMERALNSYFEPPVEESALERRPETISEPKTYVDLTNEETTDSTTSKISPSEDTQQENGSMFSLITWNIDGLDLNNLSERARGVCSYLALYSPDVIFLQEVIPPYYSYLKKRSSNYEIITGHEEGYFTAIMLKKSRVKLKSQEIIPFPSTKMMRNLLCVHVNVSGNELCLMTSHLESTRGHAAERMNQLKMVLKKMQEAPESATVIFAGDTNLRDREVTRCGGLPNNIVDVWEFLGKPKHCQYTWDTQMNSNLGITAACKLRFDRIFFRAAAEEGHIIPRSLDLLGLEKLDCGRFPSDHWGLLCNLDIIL
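Material: recombinant human TDP2; quantity: TDP2 enzyme at 120 nM final; medium: Tris-HCl pH 7.5 with MgCl2; compound: single concentration, 12.8 µM nominal, with 1% DMSO; incubation: 2 h enzyme incubation at 37 °C; signal: epi absorbance; measure: percent inhibition; benchmarks: high control without enzyme, low control DMSO plus TDP2; repeats: singlicate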
UHRF1 MBD2 ctr: UHRF1 methylated DNA binding inhibitors, primary screen, counter-screen for MBD2 inhibitor project, biochemical, TR-FRET, human UHRF1, single concentration; UHRF1 binding to methylated oligo; E3 ubiquitin-protein ligase UHRF1 (Homo sapiens), Q96T88; inhibition, % at 4.4 µM; hit rate 0.75% among 370,000; in the data active = inhibition above about 21%;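 note: UHRF1 SRA domain binding a hemimethylated CpG hairpin DNA probe; 0% = median of test compound wells and 100% = reference inhibitor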
TCR CD3 inh: inhibitors of human TCR-CD3 interaction, primary screen, biochemical, fluorescence, TAMRA-labeled TCR probe. T-cell receptor (TCR). inhibition, % at 9.4 µM. hit rate 0.37% among 360,000. AID 651800, 2012; in the data active = inhibition above about 19%;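 note: recombinant mutant TCR 2C K166C tagged with TAMRA read by polarization; 0% = receptor in buffer alone and 100% = receptor with positive control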
Tn7 DDE FP: inhibitors of Tn7 peptide binding to fibrin DD(E), primary screen, biochemical, fluorescence polarization, human fibrin, Tn7 probe; FP displacement of FITC-Tn7 peptide from fibrin DD(E); 0% = median of compound wells per plate; hit rate 0.13% among 370,000; Fibrinogen beta chain (Homo sapiens), P02675; inhibition, % at 8.3 µM;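 active = inhibition above the mean of compounds falling within the control limits plus 3 SD of them, cut at about 14% in these data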;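 note: 0% = plate median of compound wells and 100% = 10 µM Aha-Tn7 peptide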
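Also added: labelled Tn7 tracer, 0.1 µM; Assay system: human fibrin DD(E) protein; Amount: 2 µM fibrin DD(E); Schedule: 10 min compound pre-incubation, 3 h probe incubation at room temperature; Repeats: one replicate per compound; Read-out basis: percent inhibition; Measured by: fluorescence polarization of the labelled Tn7 tracer.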
proKLK7 act: proKLK7 zymogen activators, primary screen, biochemical, fluorescence intensity | Kallikrein-7 (Homo sapiens), P49862 | purified proKLK7, EDANS-DABCYL substrate fluorescence; 100% is mature enzyme control, 0% vehicle | activation, % at 7 µM | hit rate 0.9% among 370,000;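 active = activation above the mean of all tested compounds plus 3 SD, computed per campaign excluding outliers beyond control limits, cut at about 13% in these data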
Target sequence (P49862 whole entry, looked up): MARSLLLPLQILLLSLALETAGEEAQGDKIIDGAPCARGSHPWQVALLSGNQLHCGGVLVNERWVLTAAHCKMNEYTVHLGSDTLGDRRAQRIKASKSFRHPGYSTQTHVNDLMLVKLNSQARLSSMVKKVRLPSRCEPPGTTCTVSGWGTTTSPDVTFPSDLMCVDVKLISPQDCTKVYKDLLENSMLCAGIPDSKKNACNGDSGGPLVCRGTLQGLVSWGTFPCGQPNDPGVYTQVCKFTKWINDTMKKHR
PRMT1 FP inh: PRMT1 methyltransferase inhibitors, primary screen, biochemical, fluorescence polarization. Protein arginine N-methyltransferase 1 (Homo sapiens), Q99873. recombinant PRMT1, activity-based probe fluorescence polarization. inhibition, % at 2.79 µM. hit rate 1.3% among 370,000. AID 652257, 2013;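 active = inhibition above about 21% made by adding two undisclosed values, limit read from the data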
Target sequence (Q99873 whole entry, looked up): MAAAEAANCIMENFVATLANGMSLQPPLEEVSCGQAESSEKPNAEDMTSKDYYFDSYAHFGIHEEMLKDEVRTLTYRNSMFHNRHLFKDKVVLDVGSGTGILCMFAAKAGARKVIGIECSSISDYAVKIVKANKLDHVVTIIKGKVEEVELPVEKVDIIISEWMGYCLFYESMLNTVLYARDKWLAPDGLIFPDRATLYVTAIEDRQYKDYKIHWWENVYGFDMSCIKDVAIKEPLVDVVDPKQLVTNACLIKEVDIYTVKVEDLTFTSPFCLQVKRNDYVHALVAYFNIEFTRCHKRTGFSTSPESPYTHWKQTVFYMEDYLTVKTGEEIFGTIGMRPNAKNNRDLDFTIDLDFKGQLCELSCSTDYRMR
The depositor's hits bear a star.

Screening O=C(CSc1nc(-c2ccccc2)cc(C(F)(F)F)n1)NCCN1CCOCC1 returned Tn6 DDE FP 0, LEDGF integ inh 3, SIAE inh 0, MBD2 inh 1, TDP2 inh 2, UHRF1 MBD2 ctr 0, TCR CD3 inh -4, Tn7 DDE FP 0, proKLK7 act -0.2 and PRMT1 FP inh -1.
CCN1C(=O)[C@H]2[C@@H](c3ccc(-c4cccc(Cl)c4)c(OC)c3)N3CCC[C@@]3(C(=O)OC)[C@H]2C1=O was read as Tn6 DDE FP -2, LEDGF integ inh 3, SIAE inh -12, MBD2 inh 4, TDP2 inh -8, UHRF1 MBD2 ctr -3, TCR CD3 inh 4, Tn7 DDE FP -2, proKLK7 act -6.6 and PRMT1 FP inh 2.
`O=C(NCc1ccco1)c1ccc2ccccc2n1` gave Tn6 DDE FP -2, LEDGF integ inh 2, SIAE inh 4, MBD2 inh 3, TDP2 inh -2, UHRF1 MBD2 ctr 2, TCR CD3 inh 4, Tn7 DDE FP -11, proKLK7 act -0.2 and PRMT1 FP inh -4.
Screening CNc1ccccc(-c2ccc3cc4c(cc3n2)OCO4)c1=O returned Tn6 DDE FP 2, LEDGF integ inh 1, SIAE inh -2, MBD2 inh 0, TDP2 inh 6, UHRF1 MBD2 ctr -4, TCR CD3 inh 0, Tn7 DDE FP 1, proKLK7 act 4.0 and PRMT1 FP inh 9.
O=C(Nc1nc(-c2ccccc2)cs1)c1ccccc1NS(=O)(=O)c1ccc(F)cc1 was read as Tn6 DDE FP -18, LEDGF integ inh 5, SIAE inh 0, MBD2 inh -5, TDP2 inh -9, UHRF1 MBD2 ctr -2, TCR CD3 inh 1, Tn7 DDE FP -2, proKLK7 act -1.1 and PRMT1 FP inh 3.
Screening COc1cc2[nH]c(C(=O)NCc3ccccc3)cc2c(OC)c1OC returned Tn6 DDE FP -7, LEDGF integ inh 3, SIAE inh -2, MBD2 inh -4, TDP2 inh -7, UHRF1 MBD2 ctr 0, TCR CD3 inh 2, Tn7 DDE FP -8, proKLK7 act 5.6 and PRMT1 FP inh 0.
`COc1cc(OC)cc(C(=O)NCC2CCCN(C(=O)c3csc(C(C)C)n3)C2)c1` (centres undefined) gave Tn6 DDE FP 7, LEDGF integ inh 1, SIAE inh 3, MBD2 inh 2, TDP2 inh -3, UHRF1 MBD2 ctr 1, TCR CD3 inh 1, Tn7 DDE FP 1, proKLK7 act -0.1 and PRMT1 FP inh 0.
`O=[N+]([O-])c1ccc(-c2csc3[n+]2CCS3)cc1` gave Tn6 DDE FP -7, LEDGF integ inh 2, SIAE inh 0, MBD2 inh -3, TDP2 inh -3, UHRF1 MBD2 ctr 0, TCR CD3 inh 5, Tn7 DDE FP -1, proKLK7 act -1.2 and PRMT1 FP inh 47*.
Screening CC(C)C(=O)Nc1cc(S(=O)(=O)Nc2ccc(Cl)cc2)ccc1Cl returned Tn6 DDE FP 2, LEDGF integ inh 1, SIAE inh 2, MBD2 inh -1, TDP2 inh -1, UHRF1 MBD2 ctr 3, TCR CD3 inh 2, Tn7 DDE FP -4, proKLK7 act 0.6 and PRMT1 FP inh 0.
COCCN=C(NS(=O)(=O)c1cccs1)c1ccccc1Cl was read as Tn6 DDE FP -1, LEDGF integ inh -8, SIAE inh -7, MBD2 inh 0, TDP2 inh 2, UHRF1 MBD2 ctr 1, TCR CD3 inh -1, Tn7 DDE FP 8, proKLK7 act -1.2 and PRMT1 FP inh -1.
For c1ccc(-c2ccc(-c3csnn3)cc2)cc1 the results were Tn6 DDE FP 0, LEDGF integ inh -2, SIAE inh -3, MBD2 inh -2, TDP2 inh -6, UHRF1 MBD2 ctr -1, TCR CD3 inh 9, Tn7 DDE FP -2, proKLK7 act -0.5 and PRMT1 FP inh -1.
COc1ccc(CC(=O)OCC(=O)Nc2ncc(Cl)c(C)c2Cl)cc1 was read as Tn6 DDE FP -7, LEDGF integ inh 0, SIAE inh -3, MBD2 inh -1, TDP2 inh 9, UHRF1 MBD2 ctr -1, TCR CD3 inh 3, Tn7 DDE FP -3, proKLK7 act 0.5 and PRMT1 FP inh 2.
`COc1ccccc1NS(=O)(=O)c1cc(NC(=O)COc2ccccc2F)ccc1N1CCOCC1` gave Tn6 DDE FP -1, LEDGF integ inh 0, SIAE inh -40, MBD2 inh 3, TDP2 inh 5, UHRF1 MBD2 ctr 2, TCR CD3 inh -9, Tn7 DDE FP 3, proKLK7 act -0.7 and PRMT1 FP inh 17.
Screening O=C(CN(c1ccccc1)S(=O)(=O)c1ccc(F)cc1)NCc1cccs1 returned Tn6 DDE FP 4, LEDGF integ inh 3, SIAE inh 3, MBD2 inh -4, TDP2 inh -7, UHRF1 MBD2 ctr 0, TCR CD3 inh 4, Tn7 DDE FP 4, proKLK7 act 0.5 and PRMT1 FP inh -3.
Nc1ccc(-c2nc3c(ccc4ccccc43)[nH]2)cc1 was read as Tn6 DDE FP -8, LEDGF integ inh 3, SIAE inh 15, MBD2 inh 3, TDP2 inh -1, UHRF1 MBD2 ctr -3, TCR CD3 inh 4, Tn7 DDE FP -5, proKLK7 act 54* and PRMT1 FP inh 1.
O=C(Nc1ccc2c(c1)OCCO2)c1c(Cl)cccc1Cl was read as Tn6 DDE FP 0, LEDGF integ inh 2, SIAE inh 7, MBD2 inh -6, TDP2 inh 3, UHRF1 MBD2 ctr -2, TCR CD3 inh 8, Tn7 DDE FP 8, proKLK7 act 0.5 and PRMT1 FP inh -1.
`CC1CN(c2ccccc2)CCN1Cc1nc(Cc2ccccc2)no1` (centres undefined) gave Tn6 DDE FP -8, LEDGF integ inh 3, SIAE inh -7, MBD2 inh 2, TDP2 inh 0, UHRF1 MBD2 ctr 1, TCR CD3 inh 4, Tn7 DDE FP 5, proKLK7 act -0.8 and PRMT1 FP inh -2.
For CC(C)(C)c1ccc(OCC(=O)Nc2ccc3c4c(cccc24)C(=O)NC3=O)cc1 the results were Tn6 DDE FP -1, LEDGF integ inh 2, SIAE inh -18, MBD2 inh -6, TDP2 inh -15, UHRF1 MBD2 ctr -9, TCR CD3 inh 1, Tn7 DDE FP 8, proKLK7 act 0.4 and PRMT1 FP inh 16.
`Cc1ccc(NC(=O)C(NC2CCCc3ccccc32)c2ccccc2)c([N+](=O)[O-])c1` (centres undefined) gave Tn6 DDE FP 0, LEDGF integ inh -1, SIAE inh 3, MBD2 inh 0, TDP2 inh 0, UHRF1 MBD2 ctr 3, TCR CD3 inh -6, Tn7 DDE FP 5, proKLK7 act -0.9 and PRMT1 FP inh 4.
`O=C(c1ccc(-n2nc(C(F)(F)F)c3c2CCCC3)cc1)N1CCOCC1` gave Tn6 DDE FP -1, LEDGF integ inh 0, SIAE inh -3, MBD2 inh 2, TDP2 inh 1, UHRF1 MBD2 ctr 2, TCR CD3 inh -6, Tn7 DDE FP 6, proKLK7 act 0.3 and PRMT1 FP inh 2.
For O=C(Nc1cc([N+](=O)[O-])ccc1C(=O)NCCN1CCOCC1)c1ccccc1 the results were Tn6 DDE FP 7, LEDGF integ inh -2, SIAE inh 4, MBD2 inh 0, TDP2 inh 11, UHRF1 MBD2 ctr -3, TCR CD3 inh 8, Tn7 DDE FP 4, proKLK7 act -0.5 and PRMT1 FP inh 2.
For NC(=O)Cc1ccc(Nc2nnc(-c3ccccc3)c3ccccc23)cc1 the results were Tn6 DDE FP 4, LEDGF integ inh 0, SIAE inh -2, MBD2 inh 3, TDP2 inh -3, UHRF1 MBD2 ctr 1, TCR CD3 inh 2, Tn7 DDE FP 2, proKLK7 act -0.1 and PRMT1 FP inh 0.
For Cc1cc(C)c2c(N)c(C(=O)N/N=C/c3cccnc3)sc2n1 the results were Tn6 DDE FP -1, LEDGF integ inh -3, SIAE inh 5, MBD2 inh -5, TDP2 inh -11, UHRF1 MBD2 ctr 2, TCR CD3 inh 4, Tn7 DDE FP 4, proKLK7 act -0.2 and PRMT1 FP inh 1.
`CC(=O)OCCCCCCCCCCC[N+]1(C)CCCCC1` gave Tn6 DDE FP 0, LEDGF integ inh -2, SIAE inh -1, MBD2 inh 2, TDP2 inh -10, UHRF1 MBD2 ctr 0, TCR CD3 inh -1, Tn7 DDE FP -2, proKLK7 act -0.1 and PRMT1 FP inh 0.
For COc1ccc(-c2nn(-c3ccccc3)cc2/C=C/C(=O)N2CCN(c3ccccn3)CC2)cc1 the results were Tn6 DDE FP -4, LEDGF integ inh 4, SIAE inh -43, MBD2 inh 1, TDP2 inh 9, UHRF1 MBD2 ctr -2, TCR CD3 inh 3, Tn7 DDE FP 2, proKLK7 act -16 and PRMT1 FP inh 2.
C[C@@H](C(=O)NCc1ccc(S(C)(=O)=O)cc1)[C@H]1C[C@]1(C)[C@H](NC(=O)OCc1ccccc1)c1ccccc1 was read as Tn6 DDE FP 4, LEDGF integ inh 2, SIAE inh 3, MBD2 inh -3, TDP2 inh -9, UHRF1 MBD2 ctr -3, TCR CD3 inh 1, Tn7 DDE FP 2, proKLK7 act 0.5 and PRMT1 FP inh -2.
Screening O=C(CCCCn1c(=O)[nH]c2ccccc2c1=O)N1CCN(c2cccc(C(F)(F)F)c2)CC1 returned Tn6 DDE FP -11, LEDGF integ inh -2, SIAE inh -9, MBD2 inh 11, TDP2 inh -10, UHRF1 MBD2 ctr 7, TCR CD3 inh 2, Tn7 DDE FP 3, proKLK7 act -0.2 and PRMT1 FP inh 7.
For CC(=O)Nc1cc(N2C(=O)CCC2=O)ccc1Cl the results were Tn6 DDE FP 5, LEDGF integ inh 3, SIAE inh -1, MBD2 inh 6, TDP2 inh 5, UHRF1 MBD2 ctr 3, TCR CD3 inh 7, Tn7 DDE FP 5, proKLK7 act -0.5 and PRMT1 FP inh 0.
